# RGS4 inhibitor: inhibitors of human regulator of G protein signaling 4; Transcreener GDP fluorescence polarization, RGS4-accelerated GTP hydrolysis; Potency, µM (titrated, usually from 114 µM), without a hit: at the top dose activity change, negative = inhibition, most hits filed as inhibitors; hit rate 0.039% among 390,000; also: potency is read from the fitted curve at half-maximal effect; % is scaled to controls: 0 for no effect and ±100 for the full control effect; nearly all actives have a fitted effect of over 75% in size; some results filed as inactive show a strong effect at the top dose
# Target sequence (P49798 whole entry, looked up): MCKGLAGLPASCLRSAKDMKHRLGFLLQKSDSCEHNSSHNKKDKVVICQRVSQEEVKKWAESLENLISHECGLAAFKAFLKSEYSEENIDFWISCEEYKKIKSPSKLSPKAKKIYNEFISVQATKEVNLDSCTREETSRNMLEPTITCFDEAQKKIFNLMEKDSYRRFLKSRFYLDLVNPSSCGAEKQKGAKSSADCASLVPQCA
#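 MLSMR compounds (23 nl, pin-transferred) preincubated 10 min at room temperature with a 500nM (2x) first reagent, then RGS4 at 900nM (2x) plus Transcreener GDP mix added; fluorescence polarization (620/688 nm) read before and after 90 min at 30 °C.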
# D2 antagonist: antagonizes the human D2 dopamine receptor; hit rate 2% among 340,000; inhibition, % at 10 µM; HEK293 TREx D2 cells, calcium flux, dopamine EC80; P14416; in the data active = inhibition above about 30%; also: 0% is about no effect
#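 Tetracycline-induced HEK293 TREx cells expressing D2 receptor forced-coupled to calcium signalling, loaded with no-wash calcium dye. Compounds added and calcium flux read 180 s, then dopamine added at EC80 and read a further 180 s.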
# Glioma ERSR ind: induces the endoplasmic reticulum stress response in human glioma cells. U87-MG GRP78 promoter luciferase reporter, 16 h. Potency, µM, inactives show at the highest dose activation, most hits filed as activators. hit rate 0.02% among 420,000; also: potency is read from the fitted curve at half-maximal effect; series mostly up to about 76 µM; % of control where 0% means no effect; nearly all actives have a fitted effect of over 35% in size
#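 ERSR induction read as luciferase luminescence (Bright-Glo, 10 min at room temperature) in stably transfected human U87-MG glioma cells exposed to compounds for 16 h, using GRP78 as sensor.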
# ALOX12 inh: blocks human arachidonate 12S-lipoxygenase | hit rate 1.1% among 580,000 | P18054 | Potency, µM (doses to about 108 µM), without a hit: top-dose activity change, negative = inhibition, usual class: inhibitors | purified 12hLO, xylenol orange hydroperoxide absorbance | AID 1671190; also: potency is read from the fitted curve at half-maximal effect; % is scaled to controls: 0 for no effect and ±100 for the full control effect
#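 Purified human 12hLO (150 nM final) in 25 mM Hepes, 0.01% Triton X-100, pH 7.0 was preincubated 15 min at room temperature with compound. Then 40 uM arachidonic acid was added, 30 min. Hydroperoxide was read by Fe-XO absorbance ratio 573/405 nm.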
# Vif-A3F inh: blocks the Vif interaction with APOBEC3F | HeLa A3F-eYFP + Vif (tagged APOBEC3F with the HIV-1 protein that degrades it), YFP fluorescence increase | Potency, µM (doses to about 46.1 µM), inactives show at the highest dose activity, negative = active | hit rate 0.2% among 390,000; also: potency is read from the fitted curve at half-maximal effect; % of control where 0% means no effect; nearly all actives have a fitted effect of over 65% in size
#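 HeLa cells stably expressing Vif plus C-terminally eYFP-tagged A3F were seeded, incubated overnight at 37 deg C, dosed with compound, incubated overnight again at 37 deg C. Yellow fluorescence (Ex 488/Em 500-530) reported blocked Vif-mediated A3F-eYFP degradation.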
# LDHA inh: blocks human lactate dehydrogenase A; AID 1347041; purified LDHA, NADH/diaphorase-resazurin fluorescence; stronger effect = lower value; P00338; hit rate 0.15% among 480,000; activity change, % (values are at about 110 or 230 µM); in the data active = activity change below about -30%; inconclusive = mostly about -25% to -30%;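 also: plate controls were DMSO wells for no effect and wells without enzyme for full effect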
#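 LDH5 2 nM; NADH 0.06 mM, pyruvate 0.2 mM; 200 mM Tris pH 7.4, EDTA, Tween-20; 5 min RT. Detection: diaphorase 0.133 mg/mL + resazurin 37 µM, fluorescence ex540/em590 at 0 and 20 min; normalized to enzyme-free and DMSO wells.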
# D2 ag: D2 dopamine receptor (human) agonism; AID 485358; HEK293 T-REx D2 cells, calcium flux agonist mode; activation, % at 2 µM; P14416; hit rate 0.53% among 340,000;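 active = activation over 3 SD above normal in the single-dose calcium agonist read, cut at about 30% in these data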; also: 0% is about no effect
#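 HEK293 Trex D2 cells, tetracycline-induced, o/n 30 C 5% CO2; no-wash Ca dye, RT 30–90 min; 10-cycle baseline, 23 nl cpd added, kinetic Ca read 180 s; agonist hits = positive Ca response.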
# ERG-DNA inh: blocks human ERG Ets domain binding to DNA; fluorescence polarization, His-ERG Ets domain / labelled DNA; AID 624246; Potency, µM (series often up to 76.9 µM), inactives show top-dose FP activity, negative = inhibition, hits mostly inhibitors; P11308; hit rate 0.028% among 370,000; active = well fitted inhibition curve with a large enough effect in the polarisation, with a control signal flat; inconclusive = small, poorly fitted or top-dose-only effect, or effect the other way, or a change in a side signal; inactive = no such curve, though single readings can be large or run the other way; the % refers to the polarisation;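 also: polarization taken with two DNA probes labelled with fluorescein and Texas red; potency is read from the fitted curve at half-maximal effect; % of control where 0% means no effect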
# Target sequence (P11308 whole entry, looked up, the tested form may be a part): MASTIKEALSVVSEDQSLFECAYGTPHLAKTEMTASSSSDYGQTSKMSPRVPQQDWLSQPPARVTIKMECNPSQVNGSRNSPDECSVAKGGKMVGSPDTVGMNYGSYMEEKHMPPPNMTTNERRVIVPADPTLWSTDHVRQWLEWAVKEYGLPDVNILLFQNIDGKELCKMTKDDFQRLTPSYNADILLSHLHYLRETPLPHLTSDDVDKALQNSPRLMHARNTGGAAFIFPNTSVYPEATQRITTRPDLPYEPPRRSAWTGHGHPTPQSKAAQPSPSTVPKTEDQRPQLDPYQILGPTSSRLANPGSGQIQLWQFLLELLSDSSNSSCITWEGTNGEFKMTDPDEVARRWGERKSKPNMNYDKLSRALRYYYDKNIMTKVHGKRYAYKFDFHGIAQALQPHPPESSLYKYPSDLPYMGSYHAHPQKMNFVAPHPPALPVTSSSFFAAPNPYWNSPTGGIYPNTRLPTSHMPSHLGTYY
#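 His-tagged ERG Ets domain (1 uM in the protein solution; 300mM KCl, 50mM Tris-HCl, 1mM EDTA, 1mM DTT, pH 7.5) received compound, then a probe mix of 5 nM fluorescein-DNA and 100nM Texas-615-DNA. Fluorescence polarization was read for both dyes.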
# Vif-APOBEC3G blk: inhibitors of Vif-APOBEC3G interaction | Q9HC16 | AID 602310 | Potency, µM (doses to about 46.1 µM), inactives show at the highest dose activity, negative = active, actives largely listed as inhibitors | HeLa A3G-eYFP + Vif (tagged APOBEC3G with the HIV-1 protein that degrades it), YFP fluorescence, overnight | hit rate 0.076% among 410,000;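 also: potency is read from the fitted curve at half-maximal effect; % is scaled to controls: 0 for no effect and ±100 for the full control effect; nearly all actives have a fitted effect of over 60% in size; hits raise eYFP signal because A3G escapes Vif-driven loss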
# Target sequence (Q9HC16 whole entry, looked up): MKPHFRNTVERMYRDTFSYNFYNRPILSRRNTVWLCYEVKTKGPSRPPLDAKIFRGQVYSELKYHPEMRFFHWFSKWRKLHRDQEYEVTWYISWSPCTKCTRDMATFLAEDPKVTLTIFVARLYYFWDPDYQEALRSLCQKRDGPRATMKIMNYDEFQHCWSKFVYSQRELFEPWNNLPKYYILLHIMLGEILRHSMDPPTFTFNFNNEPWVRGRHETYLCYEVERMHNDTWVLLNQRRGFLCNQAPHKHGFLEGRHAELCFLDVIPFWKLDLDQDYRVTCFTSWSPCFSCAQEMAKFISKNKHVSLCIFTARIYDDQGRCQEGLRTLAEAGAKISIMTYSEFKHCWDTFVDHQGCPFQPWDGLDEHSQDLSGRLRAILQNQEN
#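 HeLa cells stably expressing Vif and C-terminally eYFP-tagged A3G, seeded overnight at 37 deg C, then exposed to compound by pintool overnight at 37 deg C. Rise in yellow fluorescence (Ex 488/Em 500-530, Acumen) marks blocked Vif-driven A3G degradation.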
# Active calls of the source: *; ? = inconclusive; . = not tested or not shown; & = joins results of further samples; [ ] = another dose, or the depositor's remark. Unless noted, calls follow the shape of the dose curve; as a rule, active = well fitted curve in the direction sought with a large enough effect; inconclusive = small, poorly fitted or top-dose-only effect, or another doubt; inactive = no such curve, though single readings can be large; an effect the other way counts as inactive or inconclusive. An excerpt; rates above refer to the full screens.
SMILES,RGS4 inhibitor,D2 antagonist,Glioma ERSR ind,ALOX12 inh,Vif-A3F inh,LDHA inh,D2 ag,ERG-DNA inh,Vif-APOBEC3G blk
COC(=O)c1ccc(Nc2cc(C)nc3nc(C)nn23)cc1,9%,.,2%,0%,2%,-8,.,-2%,-1%
NC(=O)C1CCCN(S(=O)(=O)c2ccccc2)C1 (configuration not stated),3%,9,-3%,8%,-7%,-4,-0.6,.,-1%
CCCCNC(=O)CCNS(=O)(=O)c1ccc(C)cc1,-2%,6,-2%,-7%,6%,2,0.1,5%,-1%
Cc1cccc(C)c1N(CC(O)Cn1c2ccccc2c2ccccc21)S(C)(=O)=O (configuration not stated),9%,-19,0%,-19%,2%,0,-0.8,-13%,-8%
Cc1ccc(Cl)cc1N1CCN(C(=O)c2ccc(NC3=NC4CS(=O)(=O)CC4S3)cc2)CC1 (configuration not stated),-7%[56.9 µM],18,-3%,-7%,-8%,-2,-1.6,-2%,4%
COc1ccc(OCC(=O)NC(=S)Nc2ccccc2F)cc1,-20%,5,7%,1%,2%,-9,-0.2,9%,1%
COc1cnc(SCc2ccc(Cl)cc2Cl)nc1Cl,24%,.,0%,-14%,0%,2,.,-3%,0%
COc1ccc(CNC(=O)CSc2nc3ccc(OC)cc3[nH]2)cc1,-10%,13,1%,6%,1%,-3,-0.3,5%,0%
CC1=C(C(=O)N(C(C)C)C(C)C)CC(CC(=O)NC2CCCC2)C(=O)N1CCC1=CCCCC1 (configuration not stated),.,.,-5%,12%,.,-4,.,.,-6%
CC(=O)NCc1ccc(S(=O)(=O)N/N=C/c2ccccc2)cc1,?,-8,-1%,-4%,3%,0,0.6,-16%,4%
COc1ccc(OC)c(N(CC(=O)NC2CCCC2)S(=O)(=O)c2ccc(OC)c(OC)c2)c1,-16%,-9,-4%,-10%,-7%,-5,0.7,-5%,0%
CCCCC(=O)Nc1ccccc1Oc1ccccc1,7%,-22,1%,5%,-3%,-6,0.2,-4%,0%
Cc1cc(C)c2nc(NNC(=O)c3cc(=O)c4ccccc4o3)sc2c1,?,11,0%,?,?,10,1.0,-2%,-13%
COc1ccc(-n2c(SCC(=O)NCC3CCCO3)nc3ccccc32)cc1 (configuration not stated),-21%,-10,-2%,1%,1%,-2,0.5,9%,-6%
CC(C)NC(=O)c1cccc(Br)c1,1%,-17,0%,7%,-2%,-13,-0.2,.,-1%
NS(=O)(=O)c1ccc(CCNC(=O)COc2ccc3c4c(c(=O)oc3c2)CCC4)cc1,20%,5,0%,18%,-8%,-5,0.2,2%,3%
Cc1ccc2nc(-c3ccc(N)cc3)sc2c1,28%,-12,-12%,0%,2%,-1,1.3,10%,-5%
CCOc1ccccc1NC(=O)CSc1nc2c(c(=O)[nH]1)CCC2,20%,.,.,?,.,-5,-1.7,-2%,.
O=C1CC(c2cccc(Cl)c2)Cc2nc(N3CCN(c4ccccc4)CC3)ncc21 (configuration not stated),6%,5,-5%,132%[activator],-1%,-8,1.2,0%,0%
COc1ccccc1N1CCN(C(=O)CSc2nnc(C)n2C2CC2)CC1,19%,.,1%,-7%,-7%,-3,.,4%,-6%
N#CC1=C(N)OC2=C(C(=O)CCC2)C1c1cc2c(cc1Cl)OCO2 (configuration not stated),-1%,-6,2%,23%,-10%,-4,0.5,10%,-1%
Cc1ccc(S(=O)(=O)N2C[C@@H]3[C@H]4CC[C@H](C4)[C@@H]3[C@@H](C)[C@H]2c2ccco2)cc1,-10%,.,0%,-38%,-2%,1,.,-18%,-5%
O=C(Nc1ccc2c(c1)OCCO2)C1CC(O)CN1C(=O)Nc1ccccc1 (configuration not stated),-1%,-14,-2%,-21%,?,0,-0.7,-2%,-3%
CCOCCCNC(=O)C(c1ccc(Cl)cc1)N(Cc1cccs1)C(=O)CNC(C)=O (configuration not stated),-14%,-10,-3%,-5%,3%,-6,1.5,-12%,0%
Cc1cccc2c1c1ccc3c(c1n2C)C(=O)C=CC3=O,-120%,12,-8%,?,?,2,0.3,-8%,-21%
Cc1cccc(N2C(=O)C(O)=C(C(=O)c3cccs3)C2c2ccccc2)n1 (configuration not stated),3%,.,-2%,0%,6%,1,.,-10%,-4%
COc1cc(OC)c(NC(=O)c2sc3nc4n(c(=O)c3c2C)CCCC4)cc1Cl,-2%,.,0%,11%,0%,2,3.5,-2%,1%
Cc1ccc(F)c(S(=O)(=O)NC(=O)C2(C)CCN2C(=O)Cc2cc(F)ccc2F)c1 (configuration not stated),.,.,-2%,-6%,.,-2,.,.,4%
COc1ccccc1-n1nnnc1SCc1ccccc1,3%,12,-1%,0%,0%,-5,-0.9,4%,-3%
Cc1ccc2c(c1)N(CC(=O)N1CCCC1)C(=O)CO2,20%,1,-5%,0%,1%,-12,0.6,-5%,0%
O=C(CCCOc1ccc(Cl)cc1Cl)N/N=C/c1ccc(Cl)cc1,?,-21,-3%,-17%,-10%,0,0.8,7%,-16%
CCc1ccc(NC(=O)N2CCN(c3nnc(C)c4c(C)n(-c5ccc(Cl)cc5)nc34)CC2)cc1,-8%,.,.,?,.,-6,-0.5,0%,.
CCOc1ccc(C2C(C#N)=C(N)SC(N)=C2C#N)c(OCC)c1,?,31*,-5%,?,0%,23,0.5,7%,-13%
CCCNc1c(NS(=O)(=O)c2ccc(OC)c(OC)c2)c(=O)oc2ccccc12,-5%,17,-1%,-17%,0%,-1&5,-0.3,-17%,0%
Cc1ccc(S(=O)(=O)NC(=O)c2ccc(F)cc2)c(C)c1,34%,-9,-3%,?,-6%,-3,0.9,4%,-12%
COc1ccc(-c2cc(C(F)F)n3ncc(C(=O)Nc4c(C)n(C)n(-c5ccccc5)c4=O)c3n2)cc1,-41%,1,-2%,0%,-8%,-13,-0.3,7%,0%
COc1ccc(/C=C2\SC(=S)N(CCC(=O)Nc3cccc(O)c3)C2=O)cc1,-19%,6,0%,?,?,-16,1.3,19%,?
CCOc1ccc(-c2cc(CCCC(=O)NCCc3ccc(OC)c(OC)c3OC)no2)cc1,-3%,-1,-8%,14%,-2%,-1,-0.1,-7%,0%
COc1ccc(-n2nc([N+](=O)[O-])c(=NC3CCN(Cc4ccccc4)CC3)n2O)cc1,-1%,71*,-5%,-19%,-20%,6,0.3,1%,-1%
COc1ccc(N2C(=NC(=O)CC3CCCCC3)SC3CS(=O)(=O)CC32)cc1 (configuration not stated),-3%,9,-3%,16%,-13%,-1,0.5,16%,-6%
CC[C@H]1C(O)C[C@H]2CCN3C(=O)CCC[C@H]1[C@H]23 (some centres not stated),10%,.,-1%&-4%,9%,-4%,-6,.,-3%,2%
CC(=O)N1CCN(c2ccc(NS(=O)(=O)c3ccc(C)cc3)cc2)CC1,10%,10,-5%,?,?,-2,0.8,7%,0%
O=C(c1cccc(NS(=O)(=O)c2ccc(Br)cc2)c1)N1CCCCC1,-2%,.,1%,?,1%,1,.,-4%,-17%
COC(=O)c1cc(S(=O)(=O)NCC2CCN(Cc3ccc(F)cc3)CC2)cn1C,-42%&38%,1,-3%&-3%,1%&-16%,8%&-2%,-2&-4,0.1&0.7,20%&-12%,3%&0%
CC(C)(Cc1cccc(CC(C)(C)C(=O)O)c1)C(=O)O,11%,27,0%,-24%,0%,1,0.8,3%,0%
CC(C)CN(C(=O)CN(C)C(=O)Cc1c(F)cccc1Cl)c1c(N)n(CC(C)C)c(=O)[nH]c1=O,.,.,-3%,2%,-14%,-7,.,.,1%
O=C(CCl)NC1CCCc2ccccc21 (configuration not stated),?,20,-14%,0%,4%,-3,0.2,1%,4%
CCN(CC(=O)Nc1ccc(NC(C)=O)cc1)C(=O)c1cc(C)on1,-36%,.,-4%,0%,4%,-10,.,-2%,-2%
Cc1cc(C)n(-c2ccc(C(=O)O)cc2)n1,-22%,-2,-3%,22%,-13%,-5,-0.2,-1%,1%
CCOc1ccc(-c2nc(C(N)=O)c3c(n2)n(-c2ccc4c(c2)OCO4)c(=O)n3CC)cc1,-12%,.,-1%,-30%,0%,6,-0.8,0%,5%
# Continued:
SMILES,RGS4 inhibitor,D2 antagonist,Glioma ERSR ind,ALOX12 inh,Vif-A3F inh,LDHA inh,D2 ag,ERG-DNA inh,Vif-APOBEC3G blk
COc1ccc(Nc2ncnc3ccc(Br)cc23)cc1OC,34%,7,-2%,.,-16%,4,-0.1,-1%,1%
CC(=O)Nc1ccc(S(=O)(=O)NCCC(=O)NNC(=O)c2ccccc2O)cc1,11%,3,-3%,206%[activator],3%,6,0.3,.,0%
CC(C/C=N/NC(=O)COc1cc(Cl)ccc1Cl)c1ccccc1 (configuration not stated),-21%,12,0%,-14%,0%,0,0.3,-4%,0%
COCCn1c(=O)sc2ccccc2c1=O,?,10,-2%,5%,9%,-9,2.2,-4%,4%
CN(CCC#N)C(=O)COC(=O)/C=C/c1ccc2c(c1)OCO2,27%,.,4%,-2%,9%,1,.,4%,1%

# 2 records picked at random from the list so far, as already listed:
SMILES,RGS4 inhibitor,D2 antagonist,Glioma ERSR ind,ALOX12 inh,Vif-A3F inh,LDHA inh,D2 ag,ERG-DNA inh,Vif-APOBEC3G blk
COCCn1c(=O)sc2ccccc2c1=O,?,10,-2%,5%,9%,-9,2.2,-4%,4%
CN(CCC#N)C(=O)COC(=O)/C=C/c1ccc2c(c1)OCO2,27%,.,4%,-2%,9%,1,.,4%,1%

# Screening data (PubChem)
